High-throughput results deposited in PubChem BioAssay by National Center for Advancing Translational Sciences (NCATS).
KB-V1 MDR tox: qHTS assay for MDR1-selective chemotherapeutics: Primary screen using the drug-selected MDR subline cells KB-V1 | KB-V1 MDR cells viability, CellTiter-Glo, 72 h | Potency, µM (titrated, usually from 46.1 µM), for inactives: at the top dose activity change, negative = cytotoxicity, usual class: cytotoxic | hit rate 3.4% among 400,000 | AID 1347076, 2019; note: potency is the fitted concentration of half-maximal effect; % is set by controls: 0 for no effect and ±100 for the full control effect; nearly all actives have a fitted effect of over 60% in size
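Luminescent ATP read-out (CellTiter-Glo, 10 min) measures survival of drug-selected KB-V1 MDR cells after 72 h, 37 degrees C compound exposure. Medium: phenol-red-free DMEM, 10% FBS. Values from fitted concentration-response curves.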
HEK293 tox: qHTS of GLP-1 Receptor Inverse Agonists: Cytotox Screen; Potency, µM (top dose mostly 38.3 µM), without a hit: at the highest dose activity change, negative = inhibition, most hits filed as inhibitors; AID 624418, 2012; HEK293 cAMP-luciferase reporter cells, luminescence, 24 h; hit rate 0.13% among 410,000;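 note: loss of luciferase light is scored as toxicity; potency is the fitted concentration of half-maximal effect; % is set by controls: 0 for no effect and ±100 for the full control effect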
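Seeding density was 200 cells/uL; after overnight-length (12 h) culture, 23 nL compounds went on for 24 h at 37 °C. Readout used a luciferase detection reagent, luminescence taken after 12 min at room temperature.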
TDP43 rescue: qHTS of TDP-43 Inhibitors; TDP-43 expressing yeast growth rescue, BacTiter-Glo, 24 h; Potency, µM (titrated, usually from 46.1 µM), without a hit: at the highest dose growth rescue (activation), usual class: activators; hit rate 1.8% among 410,000; note: potency is the fitted concentration of half-maximal effect; % of control where 0% means no effect; nearly all actives have a fitted effect of over 50% in size
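Growth rescue of TDP-43-toxic yeast measured as ATP luminescence (BacTiter-Glo). Cells grown to mid-log in raffinose, induced in galactose at OD600=0.02, exposed to compound 24 hr at 30 deg C.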
D3 ag: qHTS of D3 Dopamine Receptor Agonist: qHTS. D(3) dopamine receptor (Homo sapiens), P35462. D3R DiscoveRx beta-arrestin cells, luminescence, 90 min. max activation, %. hit rate 0.58% among 410,000; in the data active = max activation above about 30%; note: 0% is about no effect; mostly tested at two doses, the higher about 12 µM
Target sequence (P35462 whole entry, looked up): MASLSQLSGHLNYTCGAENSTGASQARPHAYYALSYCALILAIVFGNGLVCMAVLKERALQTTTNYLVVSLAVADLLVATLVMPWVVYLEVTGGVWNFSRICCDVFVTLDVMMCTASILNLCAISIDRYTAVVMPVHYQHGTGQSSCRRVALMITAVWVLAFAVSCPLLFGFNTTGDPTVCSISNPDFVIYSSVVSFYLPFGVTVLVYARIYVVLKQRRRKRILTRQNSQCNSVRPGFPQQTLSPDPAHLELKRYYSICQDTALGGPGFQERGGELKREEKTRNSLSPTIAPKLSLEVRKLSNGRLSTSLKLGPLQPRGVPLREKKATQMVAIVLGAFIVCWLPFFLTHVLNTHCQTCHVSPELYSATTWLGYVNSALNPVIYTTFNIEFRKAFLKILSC
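Agonist mode: compounds and dopamine controls were applied to plated cells for 90 min at 37 degrees C after an overnight attachment at 1500 cells/well. Luminescent read-out followed 30 - 60 minutes at room temperature with DiscoveRx detection reagent.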
GLP-1R inv ag: qHTS of GLP-1 Receptor Inverse Agonists (Inhibition Mode); Glucagon-like peptide 1 receptor (Homo sapiens), P43220; Potency, µM (top dose mostly 38.3 µM), for inactives: at the top dose activity change, negative = inhibition, actives largely listed as inhibitors; HEK293 GLP-1R CRE-luciferase, luminescence, 24 h; GLP-1R form is constitutively active; hit rate 1.6% among 410,000; note: potency is the fitted concentration of half-maximal effect; % is set by controls: 0 for no effect and ±100 for the full control effect; nearly all actives have a fitted effect of over 55% in size
Target sequence (P43220 whole entry, looked up): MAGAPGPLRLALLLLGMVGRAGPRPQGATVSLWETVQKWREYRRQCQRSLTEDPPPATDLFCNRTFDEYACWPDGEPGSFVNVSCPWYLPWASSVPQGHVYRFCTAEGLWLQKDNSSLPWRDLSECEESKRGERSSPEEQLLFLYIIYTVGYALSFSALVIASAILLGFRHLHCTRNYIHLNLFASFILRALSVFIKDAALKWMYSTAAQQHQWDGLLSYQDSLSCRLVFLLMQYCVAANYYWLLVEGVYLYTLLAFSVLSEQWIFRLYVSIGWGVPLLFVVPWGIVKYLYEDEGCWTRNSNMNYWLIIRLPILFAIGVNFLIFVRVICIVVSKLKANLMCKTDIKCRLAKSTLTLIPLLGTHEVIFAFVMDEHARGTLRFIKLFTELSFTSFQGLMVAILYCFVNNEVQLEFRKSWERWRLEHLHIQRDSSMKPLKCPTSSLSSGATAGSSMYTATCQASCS
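Inverse agonists were sought by their lowering of basal cAMP reporter luciferase output in HEK293 cells stably carrying constitutively active human GLP-1R, after 24 h compound treatment.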
GLP-1R agonist: qHTS of GLP-1 Receptor Agonists; Potency, µM (top dose mostly 45.6 µM), for inactives: top-dose activation, actives largely listed as activators; HEK293 GLP-1R CRE-luciferase, luminescence, 4-6 h; cells express a hypersensitive GLP-1R form; AID 624172, 2012; hit rate 0.007% among 380,000; note: potency is the fitted concentration of half-maximal effect; % of control where 0% means no effect
aSyn yeast inh: qHTS of alpha-syn Inhibitors. Yeast expressing alpha-synuclein, growth rescue, BacTiter-Glo, 24 h. Potency, µM (doses to about 46.1 µM), for the others: top-dose growth rescue (activation), usual class: activators. hit rate 0.14% among 370,000. AID 652106, 2013; note: potency is the fitted concentration of half-maximal effect; % of control where 0% means no effect; nearly all actives have a fitted effect of over 65% in size
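Screening used galactose-induced yeast with toxic alpha-synuclein levels, exposed to compound for 24 hr at 30 deg C. Cell growth, read with BacTiter-Glo luminescence, gave the measured signal.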
PTHR1 agonist: qHTS for PTHR1 Agonists: Primary Screen; Parathyroid hormone/parathyroid hormone-related peptide receptor (Homo sapiens), Q03431; Potency, µM (doses to about 115 µM), for inactives: top-dose activation, actives largely listed as activators; HEK293 GP2 PTHR1 cells, GloSensor cAMP luminescence, 1 h; AID 743266, 2014; hit rate 0.075% among 410,000; note: potency is the fitted concentration of half-maximal effect; nearly all actives have a fitted effect of over 55% in size; some results filed as inactive show a strong effect at the top dose; inactives centre near -15; many of its hits are not listed in these tables
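HEK-293-derived GP2 cells expressing PTHR1 and a GloSensor cAMP reporter, 3,000/well, plated overnight, given luciferin plus IBMX (each 0.5 mM as added) for 1 h at 37 °C, then compound for 1 h at 37 °C. Luminescence was read after 15 min at room temperature.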
DRD3 antagonist: qHTS of D3 Dopamine Receptor Antagonist: qHTS; hit rate 2.5% among 360,000; D(3) dopamine receptor (Homo sapiens), P35462; max response, negative = inhibition, %; D3R cells, DiscoveRx beta-arrestin luminescence, antagonist mode; stronger effect = lower value; AID 652054, 2013; in the data active = max response below about -50%; inconclusive = no clear call, values can overlap the other calls; note: % is set by controls: 0 for no effect and ±100 for the full control effect; mostly tested at two doses, the higher about 12 µM
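Cells expressing the human receptor were seeded at 1500 cells/well, incubated overnight at 37 degrees C in 5% CO2, then exposed to library compounds with dopamine controls for 90 minutes at 37 degrees C before luminescent detection.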
Active calls of the source: *; i = inactive; ? = inconclusive; nt = not tested or not shown; [ ] = remark or other dose. Unless noted, calls come from the whole dose curve; as a rule, active = well fitted curve in the direction sought with a large enough effect; inconclusive = small, poorly fitted or top-dose-only effect, or another doubt; inactive = no such curve, though single readings can be large; an effect the other way counts as inactive or inconclusive. Not all compounds are listed, so the mix of outcomes need not match the whole.

SMILES	KB-V1 MDR tox	HEK293 tox	TDP43 rescue	D3 ag	GLP-1R inv ag	GLP-1R agonist	aSyn yeast inh	PTHR1 agonist	DRD3 antagonist
CCOc1nc(NC(=O)NS(=O)(=O)Oc2ccccc2)nc(-c2ccccc2)n1	1%	-8%	?	2	63%[activator]	4%	-4%	-19%	nt
Cc1cccc(C(=O)Oc2ccc(/C=N/NC(=O)c3ccncc3)cc2)c1	10%	-2%[0.307 µM]	-11%	3	2%[0.307 µM]	-20%	4%	-19%	7
CN(CC(=O)Nn1cnnc1)S(=O)(=O)c1ccccc1	1%	4%	-8%	0	7%	9%	0%	i	10
Cc1cc(NC(=O)CN2C(=O)[C@@H]3[C@H](C2=O)[C@@H]2C[C@H]3C(Br)C2Br)no1 (stereo not given in full)	0%	3%	0%	-8	-6%	13%	0%	-13%	-17
Cc1nn(-c2ccccc2)c(C)c1C(=O)OC(C)C(=O)Nc1ccc(C(N)=O)cc1 (stereo not given)	1%	9%	2%	6	15%	9%	-1%	-9%	22
C=CCN(C(=O)COC(=O)c1cc[n+]([O-])cc1)c1nc(-c2ccccc2)cs1	10%	1%	24%	-4	25%	19%	?	-21%	24
COc1ccc(CCC(=O)N2CCN(c3ccc(OC)cc3)CC2)cc1	?	-4%	14%	6	-28%	6%	5%	i	2
O=C1C2C3C=CC(C3)C2C(=O)N1c1cccc(N2C(=O)C3C4C=CC(C4)C3C2=O)n1 (stereo not given)	-8%	-7%	-3%	9	9%	-13%	-1%	-2%[57.5 µM]	25
CCC(=O)Nc1nc2ccccc2n1CCN1CCOCC1	?	-12%	-1%	-2	-11%	0%	3%	i	17
Cc1cc(NS(=O)(=O)c2ccc(NC(=S)NC(=O)c3ccccc3)cc2)no1	-29%	-8%	29%	-5	-28%	-1%	0%	-4%	-29
COc1ccc2cc(-c3[nH]ncc3CN3C[C@@H]4CCC[C@H]3C4)ccc2c1	-9%	16%	-10%[0.397 µM]	-1	-18%	24%	-4%	i	?
CCOC(=O)c1c(C)c(C(=O)NCCN2CCOCC2)c(C)n1C	4%	39%[activator]	-19%	-1	0%	17%	-3%	6%	-10
CN1CCN(c2nc(C(N)=O)cc(-c3ccccc3)n2)CC1	-4%	-11%	-3%	2	-13%	-6%	3%	i	?
O=C(CSc1ccc2ccccc2c1)NC1CCCc2ccccc21 (stereo not given)	15µM*	4%	24%	0	-15%	0%	5%	-21%	-9
COCCn1c(N)c(Sc2ccc(C)cc2)c(=O)[nH]c1=O	-13%	1%	-6%	-10	-3%	2%	1%	i	0
CCCC(C)C(=O)Nc1cc([N+](=O)[O-])ccc1F (stereo not given)	0%	17%	21%	-1	0%	8%	5%	4%	9
COc1cc([N+](=O)[O-])ccc1NC(=O)COC(=O)CCOc1ccc(C)cc1	10%	?	18µM*	-7	?	-5%	6%[1.84 µM]	-30%	-19
CCOC(=O)[C@]12CCCC=C1N(Cc1ccco1)C(=O)[C@H](CC(=O)NCCC(C)C)C2	?	2%	16%	2	-2%	9%	-1%	-7%	-7
COc1ccccc1CC(=O)c1ccccc1OC	8%	4%	-14%	-5	-17%	9%	22%	i	-14
CCCCN1C(=O)CC2CCOC21C (stereo not given)	2%	0%	7%	10	7%	0%	-2%	i	11
CCOC(=O)c1[nH]c2ccc(OC)cc2c1N=CN(C)C	1%	-15%	20%	-2	24%	22%	5%	i	-9
COc1ccc(/C=C(\NC(=O)c2ccco2)C(=O)N2CCOCC2)cc1	-2%	1%	-1%	-7	3%	10%	-8%	19%	2
CC1(C)C(=O)C2(CCCCC2)C(=O)OC1C(=O)c1ccccc1 (stereo not given)	19%	16%	11%	-5	-9%	-8%	17%	-24%	2
COC(=O)c1c(NC(=O)C(C)C)sc(C(=O)N2CCOCC2)c1C	8%	-1%	-11%	7	10%	12%	-2%	-2%	1
O=C(c1ccccc1)c1nccc2ccccc12	13%	-7%	?	1	15%	13%	7%	-15%	-12
COCC(=O)NC1CCN(S(=O)(=O)c2ccc(C(=O)O)cc2)CC1	3%	-13%	10%	5	-11%	4%	3%	i	15
O=C(NNC(=O)c1cc(-c2ccccc2)n(-c2ccccc2)n1)c1cccc([N+](=O)[O-])c1	-24%	-24%	?	1	?	-22%	4%	-4%	1
CCC1=C(NCc2ccccc2)COC1=O	1%	-1%	20%	8	11%	-2%	1%	i	16
COCCOC(=O)CC1=NC(=O)CS1	13%	7%	3%	0	17%	0%	-4%	i	0
CCOC(=O)N1CCC(n2c(SCC(=O)NCc3ccccc3)nc3ccccc3c2=O)CC1	0%	0%	-4%	0	-2%	-7%	15%	-14%[57.5 µM]	21
NC(=O)CC(NC(=O)c1ccccc1)c1ccc(N2CCCCCCC2)c([N+](=O)[O-])c1 (stereo not given)	2%	-32%	26%	-11	-13%	-2%	4%	-21%	6
CC(C)(C)OC(=O)NCc1ccc(NC(=O)c2nc[nH]c2C(=O)Nc2cc(Br)ccc2F)cc1	-4%	5%	23%	5	20%	2%	-6%	-7%	3
CCCOc1ccccc1N/C(=N/c1nc(C)cc(C)n1)NC(=O)COc1ccc(OC)cc1	0%	-1%	2.2µM*	4	16%	-7%	-26%	i	-8
N#C/C(=C\c1ccco1)Sc1nc2ccccc2s1	-19%	-28%	16µM*	-8	?	7%	-13%	-12%[57.5 µM]	?
Cc1ccc(C)c(S(=O)(=O)N/N=C/c2cccnc2)c1	24%	-5%	-6%	-7	4%	-1%	1%	i	-13
COc1cccc(C(=O)Nc2cccc(-c3nc4ncccc4o3)c2C)c1	-8%	-21%	3%	-10	33%[activator]	1%	2%	-47%[inhibitor][57.5 µM]	41
Cc1cc(C)n(-c2nnc(NCc3ccc(Cl)cc3)nn2)n1	-1%	-11%	4%	-11	-10%	17%	3%	-3%	-3
C=C1CCN([C@@H](C)C(=O)NCc2cc(OC)c(OC)c(OC)c2)S(=O)(=O)c2ccccc21	-6%	6%	-1%	9	8%	-5%	0%	-15%	9
CCCCN(C)CCCNC(=O)CN1C(=O)COc2ccc(S(=O)(=O)N3CCC(C)CC3)cc21	-4%	-13%	6%	-20	-22%	18%	1%	i	nt
COc1ccc(-c2cc(NC(=O)c3cncn3-c3ccccc3)ccc2OC)cc1	-25%	-8%	-3%	-24	?	10%	3%	-76%[inhibitor]	3
O=c1cc(O)n(-c2ccccc2)c(=S)[nH]1	16%	0%	5%	2	29%	-9%	5%	i	-4
COc1ccc(/C=C/C(=O)Nc2ccc(C(C)=O)cc2)cc1S(=O)(=O)N1CCOCC1	?	-15%	12%	2	-6%	-4%	2%	-14%	28
CC1CCN(C(=O)Cn2cc([N+](=O)[O-])ccc2=O)c2ccccc2S1 (stereo not given)	0%	-8%	-14%	-6	-7%	12%	-3%	7%	-3
O=C(Nc1ccc(Br)cc1)C1CCC(=O)N1Cc1ccccc1Cl (stereo not given)	?	-11%	7%	5	?	8%	0%	-5%	8
Cc1ccccc1NC(=O)Nc1csc2c1CCCC2	3%	-4%	12%	-23	?	nt	nt	-32%[inhibitor]	nt
O=C(c1ccc(S(=O)(=O)N2CCCCC2)cc1)N1CCc2ccccc2C1	?	8%	-17%[9.22 µM]	-12	?	9%	9%	-92%[inhibitor]	-4
CCCCCn1c(CN2CCN(c3cccc(Cl)c3)CC2)nc2c1c(=O)[nH]c(=O)n2C	?	?	?	0	?	11%	2%	-34%[inhibitor]	2
COCCNC(=S)Nc1cc2oc3ccccc3c2cc1OC	nt	?	?	2	?	-5%	-4%	-10%	16
O=C(C=Cc1ccccc1Cl)c1ccccc1	-1%	-18%	1%	-4	?	2%	21%	-31%[inhibitor]	0
O=C(COC(=O)C12CC3CC(CC(Br)(C3)C1)C2)Nc1ccc2[nH]c(=O)[nH]c2c1	1%	2%	-19%	3	4%	5%	-1%	i	17
O=C(CC1C(=O)NCCN1Cc1cccc(F)c1)NCCCN1CCCC1=O (stereo not given)	5%	9%	10%	3	23%	5%	-3%	-18%	12
Cc1nn(CC(=O)NC(C)c2ccccc2)c(=O)c2ccccc12 (stereo not given)	0%	5%	9%	5	-6%	-2%	-8%	-2%[57.5 µM]	-22
COc1ccc(OCC(O)CNC(=O)c2ccc(OC)cc2)cc1 (stereo not given)	5%	-14%	30%	6	-15%	3%	-8%	i	2
COc1cc(C(=O)NCCC(=O)NCCc2ccc(Cl)cc2)cc(OC)c1OC	5%	2%	0%	-5	16%	1%	-1%	i	8
COc1ccc(C(=O)Cc2nnc(C)s2)cc1	-9%	-18%	-2%	-2	8%	-4%	10%	i	-22

Record cards, from the list above.
CCCCCn1c(CN2CCN(c3cccc(Cl)c3)CC2)nc2c1c(=O)[nH]c(=O)n2C in the list: KB-V1 MDR tox = ?; HEK293 tox = ?; TDP43 rescue = ?; D3 ag = 0; GLP-1R inv ag = ?; GLP-1R agonist = 11%; aSyn yeast inh = 2%; PTHR1 agonist = -34%[inhibitor]; DRD3 antagonist = 2
O=C(C=Cc1ccccc1Cl)c1ccccc1 in the list: KB-V1 MDR tox = -1%; HEK293 tox = -18%; TDP43 rescue = 1%; D3 ag = -4; GLP-1R inv ag = ?; GLP-1R agonist = 2%; aSyn yeast inh = 21%; PTHR1 agonist = -31%[inhibitor]; DRD3 antagonist = 0
